H69AR inhibit = proliferation blockers of H69AR lung cancer cells, primary screen, cell-based, human, 86K library; viability, % at 10 µM; H69AR lung tumor viability, ATP luminescence, 72 h; stronger effect = lower value; 6% of 85,000 active;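 active means viability at or below 40%; inactive means viability above 40%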;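 further: multidrug resistant small cell line overexpressing MRP-1 efflux transporter; 100% = mean luminescence of untreated control wells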
Mac1 fbg inh = inhibitors of CD11b/CD18 adhesion to fibrinogen, primary screen, K562 cells, luminescence; Integrin beta-2 (Homo sapiens) + Integrin alpha-M (Homo sapiens), P05107+P11215; ATPlite luminescence; Mn2+ added to activate the integrin; inhibition, % at 10 µM; 0.54% of 93,000 active; AID 1497, 2009;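 active means primary inhibition of 50% or more at 10 µM, then 40% or more on retest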; further: some results filed as inactive read as strong as hits
HUVEC prolif 384 = inhibitors of HUVEC proliferation, primary screen, cell-based, 384-well | CellTiter-Glo luminescence, 72 h; stronger effect = lower value | viability, % at 10 µM (by protocol) | 1.1% of 86,000 active;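 active means viability at or below 30%; inactive means viability above 30%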;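 further: 100% = median luminescence of DMSO-only cell control wells on each plate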
CYP2C19 inhib = blockers of cytochrome P450 2C19 activity – biochemical, luminescence, ADME assay, primary screen; P33261; CYP2C19 Supersomes, luciferin-H EGE luminescence, 30 min; inhibition, % at 5 µM; 21% of 96,000 active;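 active means CYP2C19 inhibition above a set limit at 5 µM in the primary screen, cut at about 50% in these data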;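 further: plate controls were negative control wells for no effect and 2.5 mM tranylcypromine positive control for full effect; values of inactives mirror those of a sister screen read the other way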
Target sequence (P33261 whole entry, looked up): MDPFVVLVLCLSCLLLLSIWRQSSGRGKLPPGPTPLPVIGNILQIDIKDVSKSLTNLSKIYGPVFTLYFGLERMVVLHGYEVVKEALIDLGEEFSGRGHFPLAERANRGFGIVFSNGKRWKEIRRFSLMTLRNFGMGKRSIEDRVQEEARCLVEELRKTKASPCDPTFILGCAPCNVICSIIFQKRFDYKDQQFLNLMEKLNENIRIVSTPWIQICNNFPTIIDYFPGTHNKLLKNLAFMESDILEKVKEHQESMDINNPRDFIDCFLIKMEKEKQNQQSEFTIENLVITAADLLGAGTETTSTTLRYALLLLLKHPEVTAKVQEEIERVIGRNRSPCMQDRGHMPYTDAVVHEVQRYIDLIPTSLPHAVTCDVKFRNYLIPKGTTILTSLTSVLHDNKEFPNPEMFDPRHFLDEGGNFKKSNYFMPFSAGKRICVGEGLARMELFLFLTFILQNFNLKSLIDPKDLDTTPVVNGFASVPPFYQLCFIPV
ERa SRC1 pot = enhancers of ERα–SRC-1 coactivator binding, primary screen, biochemical, TR-FRET, ERα LBD, low estradiol; Estrogen receptor (Homo sapiens), P03372; 1.3% of 86,000 active; TR-FRET ERalpha-LBD/SRC-Cy5 coactivator binding, 2 h; 100 = basal binding, no effect; AID 639, 2007; coactivator binding (% of control), % at 25.6 µM; in the data active means activity above about 200%;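 further: binding measured in presence of low estradiol as agonist stimulus; 0% = peptide alone without receptor and 100% = receptor with peptide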
Target sequence (P03372 whole entry, looked up, the tested form may be a part): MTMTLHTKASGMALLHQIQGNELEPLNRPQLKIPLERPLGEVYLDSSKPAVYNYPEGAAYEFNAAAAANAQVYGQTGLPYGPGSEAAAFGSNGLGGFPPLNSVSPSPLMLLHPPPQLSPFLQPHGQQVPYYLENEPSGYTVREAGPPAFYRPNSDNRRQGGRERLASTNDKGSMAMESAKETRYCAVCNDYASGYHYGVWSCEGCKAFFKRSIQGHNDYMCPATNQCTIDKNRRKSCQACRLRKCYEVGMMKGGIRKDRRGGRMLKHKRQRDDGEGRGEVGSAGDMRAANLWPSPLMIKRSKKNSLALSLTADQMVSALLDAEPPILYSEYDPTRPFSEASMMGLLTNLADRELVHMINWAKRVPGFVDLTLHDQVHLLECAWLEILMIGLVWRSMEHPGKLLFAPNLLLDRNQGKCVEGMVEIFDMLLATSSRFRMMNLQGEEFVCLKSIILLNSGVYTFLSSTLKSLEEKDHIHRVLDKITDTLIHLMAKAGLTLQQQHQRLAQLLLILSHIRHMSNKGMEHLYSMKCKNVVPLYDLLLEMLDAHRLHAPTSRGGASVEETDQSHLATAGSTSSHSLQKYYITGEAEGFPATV
Fibroblast inh = antiproliferative effect on LL 47 fibroblasts – human, LL 47 cells, CellTiter-Glo luminescence, primary screen | LL 47 human lung fibroblast viability, ATP luminescence; stronger effect = lower value | viability, % at 10 µM | 1.1% of 85,000 active | AID 719, 2007;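 active means viability at or below 50% in the single dose screen; inactive means viability above 50%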;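 further: compound exposure lasted 72 h before the ATP readout; 100% = median luminescence of untreated cell-only wells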
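Test system: LL 47 human lung fibroblasts; Quantity: 1,150 cells/well; Buffer or medium: IMEM plus 15% FBS; Dosing: tenfold compound dosing solution, DMSO at 0.1%; Timing: overnight cell rest, 72 h compound treatment at 37 °C; Detection: ATP-based CellTiter-Glo luminescent readout; Read-out basis: viability percentage against median untreated-cell control; Controls: cell-only wells, no compound.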
CD11b adhes enh = enhancers of CD11b/CD18 adhesion to fibrinogen, primary screen, K562 cells, luminescence | Integrin beta-2 (Homo sapiens) + Integrin alpha-M (Homo sapiens), P05107+P11215 | activation, % at 10 µM | ATPlite luminescence | 0.07% of 93,000 active;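 active means 10 µM primary screen giving 50% or more activity, confirmed by 40% or more on retest at that dose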; further: strong numbers were not always called active
CYP2C19 activ = human CYP2C19 activators, primary screen, biochemical, luminescence | recombinant CYP2C19, luciferin-H EGE luminescence; stronger effect = higher value; 0 = fully inhibited enzyme, 1 = untreated enzyme | 96,000 tested, under 10 active | AID 1025, 2008 | activation factor at 5 µM | Cytochrome P450 2C19 (Homo sapiens), P33261;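 active means activation factor of at least 2 at 5 µM in the primary screen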;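 further: 0 = wells with 2.5 mM tranylcypromine and 1 = vehicle-only wells; values of inactives mirror those of a sister screen read the other way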
ERa coact inh = ERα–SRC-1 coactivator interaction inhibitors, primary screen, biochemical, TR-FRET, ERα LBD, estradiol-bound; 1.7% of 86,000 active; Estrogen receptor (Homo sapiens), P03372; AID 629, 2007; TR-FRET ER-alpha LBD / SRC-1 peptide; inhibition, % at 25.6 µM; in the data active means inhibition above about 50%;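 further: 0% = receptor plus peptide control and 100% = peptide only without receptor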
Numbers without * were called inactive; x = no result given; [ ] = dose if it differs, or a comment.

SMILES	H69AR inhibit	Mac1 fbg inh	HUVEC prolif 384	CYP2C19 inhib	ERa SRC1 pot	Fibroblast inh	CD11b adhes enh	CYP2C19 activ	ERa coact inh
CCOc1ccc(C2Nc3ccc4ccccc4c3-c3c2c(=O)oc2ccccc32)cc1 (stereo not drawn)	x	3	x	52*	x	x	4	0.5	x
CCC(C)NC(=O)C1CC(c2cccc(OC)c2)=NO1 (stereo not drawn)	86	-10	92	26	98	90	-1	0.7	-2
CCCCNC(=O)c1ccc(CS(=O)(=O)c2cccc(C(F)(F)F)c2)o1	87	1	93	71*	114	101	1	0.3	9
CCS(=O)(=O)N1Cc2ccccc2CC1C(=O)OCC(=O)Nc1ccc(SC(F)F)cc1 (stereo not drawn)	x	-20	x	78*	x	x	-1	0.2	x
Cc1ccc(OCCNC(=O)c2ccco2)cc1C	96	-12	99	26	118	108	-1	0.7	-3
O=C(NNC(=O)c1ccncc1)c1ccncc1	107	17	109	-12	108	105	-1	1.1	-2
CN(C)/C=C/C(=O)c1ccc(N2CCN(c3ncc(C(F)(F)F)cc3Cl)CC2)cc1	0.8*	4	2.3*	8	60	52	5	0.9	28[fluorescence artefact?]
CCC(C)NC(=O)c1ccccc1C(=O)NC(C)CC (stereo not drawn)	x	-33	98	-5	94	104	4	1	-4
CCc1nc2ccc(F)cc2c(C(=O)NC2CCCCC2C)c1C (stereo not drawn)	x	5	x	37	x	x	-2	0.6	x
CCC(C)C(=O)Nc1cc(C(=O)OC)ccc1C(=O)OC (stereo not drawn)	90	7	92	6	95	102	-4	0.9	25
CCOc1ccc(S(=O)(=O)Nc2ccc(F)cc2)c(C)c1C	67	4	81	100*	68	98	2	0	15
CSC1=NCCN1C(=O)C(C)(C)Oc1ccc(Cl)cc1	92	x	102	x	115	83	x	x	2
COc1ccc(-c2cc(N)n(S(=O)(=O)Cc3ccccc3)n2)c(OC)c1	89	x	107	x	124[fluorescence artefact?]	109	x	x	-10
COc1ccc(OC)c(S(=O)(=O)N2CCCCC2C(=O)O)c1 (stereo not drawn)	87	-9	104	-11	100	107	5	1.1	-3
CCCCc1ccc(CC(=O)O)cc1	95	-2	93	-7	89[fluorescence artefact?]	98	-1	1.1	-7
Cc1onc(-c2ccccc2)c1C(=O)NC(C)C	97	-5	94	2	100	99	-1	1	19
O=C(NCC(c1ccco1)N1CCCC1)c1ccc(Cl)cc1 (stereo not drawn)	x	2	x	32	x	x	-6	0.7	x
Cc1ccc(N(Cc2cc(=O)[nH]c3ccccc23)C(=O)c2ccco2)cc1	76	8	88	0	79	88	3	1	5[fluorescence artefact?]
CC(C)c1nnc(NC(=O)CSc2nc3ccccc3s2)s1	91	-5	113	-3	93	102	-5	1	-25
COn1cnnc1-c1ccccc1	104	2	102	25	115	98	7	0.7	6
Nc1nc(CSc2nc3ccccc3[nH]2)cs1	83	-12	84	76*	141	104	-1	0.2	-6
CCOC(=O)c1c(C)nc2ncccn12	96	-9	108	3	134[fluorescence artefact?]	108	1	1	-12
Cc1ccc(NC(=O)c2nnn(CC(=O)Nc3ccccc3)c2N)cc1C	25*	-18	81	25	193	72	-3	0.7	30[fluorescence artefact?]
Cc1sc(NC(=O)c2ccco2)c(CN2CCN(c3ccccc3)CC2)c1C	x	-3	x	72*	x	x	-1	0.3	x
CCn1cc(Cl)c(C(=O)N2N=C3/C(=C/c4cccs4)CCCC3C2c2cccs2)n1 (stereo not drawn)	38*	x	75	x	91	92	x	x	7
O=C1C2C3C=CC(C3=C3CCCCC3)C2C(=O)N1c1ccccc1 (stereo not drawn)	98	-14	97	9	99	108	7	0.9	-1
CCOC(=O)C1CCN(CC(=O)Nc2c(C(=O)OC)n(C)c3cccc(C)c23)CC1	60	-1	105	17	113	91	-2	0.8	1
COc1cccc(OCc2nc3ccccc3[nH]2)c1	77	-2	91	100*	121	92	4	0	-4
O=C(Nc1ccc(-c2cn3ccsc3n2)cc1)C1COc2ccccc2O1 (stereo not drawn)	87	-7	56	27	100	100	2	0.7	2
CCCc1cc(=O)[nH]c(SCC(=O)c2cc(C)n(C(C)COC)c2C)n1 (stereo not drawn)	89	x	93	x	114	93	x	x	5
S=c1[nH]nc(CSCc2ccccc2Cl)n1-c1ccccc1	x	4	x	72*	x	x	7	0.3	x
Cc1ccc(C(=O)N2CCCC2)cc1S(=O)(=O)Nc1ccccc1	62	-34	96	37	113	x	1	0.6	-3
C=CCn1c(=O)[nH]c2cc(C(=O)N3CCN(c4cc(C)ccc4C)CC3)ccc2c1=O	25*	-6	58	19	106[fluorescence artefact?]	89	4	0.8	-6
COc1ccc(-c2[nH]ncc2-c2cnn(-c3ccccc3)c2)c(O)c1	x	-8	x	69*	x	x	-5	0.3	x
CCOC(=O)N1CCC(c2[nH][nH]c(=O)c2C)CC1	104	4	114	-4	118	103	-3	1	1
Cc1nnc(SCC(=O)NCC2CCCO2)n1-c1ccccc1 (stereo not drawn)	108	-16	100	0	112	99	-1	1	-3
CC1=C(C(=O)Nc2ccccc2C)C2(CCCC2)C(C(N)=O)C(=O)N1 (stereo not drawn)	93	-1	93	2	116	97	-2	1	-1
CC(C)N(C)C1CCN(C(=O)Nc2ccc(Cl)cc2)CC1	90	-10	101	-7	125	98	-1	1.1	-1
Cc1cc(C)n(C(=O)CNC(=O)c2ccc3c(c2)OCCO3)n1	104	30	89	23	117	93	-2	0.8	-4
COc1ccccc1OCC(=O)N(Cc1nc(-c2ccccc2)no1)C1CCCCC1	96	-3	94	46	84[fluorescence artefact?]	95	11	0.5	2
O=C(Cn1c(=O)oc2ccccc21)Nc1ccc(S(=O)(=O)N2CCCCC2)cc1	51	x	97	-2	125	102	x	1	63*[fluorescence artefact?]
COc1ccc(OCc2cccc(C(=O)O)c2)cc1	x	-24	x	98*	x	x	-4	0	x
Cc1occc1C(=O)N1CCN(c2ccc(Cl)c(Cl)c2)CC1	74	3	116	98*	98	93	-4	0	0[fluorescence artefact?]
O=C(CSc1nnc(-c2ccccc2Cl)n1Cc1ccco1)Nc1ccc2c(c1)OCCO2	71	30	90	90*	92	92	-2	0.1	-4
CC1CCN(Cc2nc3c(c(=O)n(C)c(=O)n3C)n2CCN2CCOCC2)CC1	97	x	98	x	83	95	x	x	-1
O=C(COc1ccc2c(C(F)(F)F)cc(=O)oc2c1)Nc1ccc2c(c1)OCCO2	x	12	x	-9	x	x	17	1.1	x
CN1CCN(c2ncnc3c2cnn3-c2ccc(Cl)cc2)CC1	87	6	84	14	85	105	0	0.9	-3
CC(C)C(=O)Nc1ccccc1N1CCN(S(C)(=O)=O)CC1	102	-9	95	18	108	99	-1	0.8	-6
O=C(COc1ccc(-n2cnnn2)cc1)NC1CCCCC1	99	-3	90	38	106	95	-2	0.6	7[fluorescence artefact?]
COC(C(=O)Nc1ccc(F)cc1F)c1ccccc1 (stereo not drawn)	96	0	99	21	117	98	2	0.8	5[fluorescence artefact?]
Next entries
SMILES	H69AR inhibit	Mac1 fbg inh	HUVEC prolif 384	CYP2C19 inhib	ERa SRC1 pot	Fibroblast inh	CD11b adhes enh	CYP2C19 activ	ERa coact inh
COC(=O)c1ccc(C(=O)OC)c(NC(=O)COC(=O)C2CC2C)c1 (stereo not drawn)	x	7	x	78*	x	x	-2	0.2	x
N#Cc1ccc(Oc2cccnc2)cc1C#N	89	-47	99	30	108	96	1	0.7	0
COc1ccc(N(CC(=O)NCc2ccc3c(c2)OCO3)S(C)(=O)=O)cc1OC	103	-57	95	19	113	99	-2	0.8	2[fluorescence artefact?]
O=C(CN1CCN(S(=O)(=O)c2ccc(F)cc2)CC1)Nc1cccc(C(F)(F)F)c1	53	x	79	41	117	93	x	0.6	-2
COc1ccc(Cl)cc1Nc1nc(NCCO)nc(N2CCCC2)n1	94	-47	69	57*	116	96	4	0.4	2
CCc1sc(C(=O)Nc2cc(Cl)ccc2N2CCCCC2)cc1C	x	1	x	-10	x	x	-4	1.1	x
COc1ccc2nc(NC(=O)CCn3cccc3)sc2c1	91	-9	80	21	75	96	5	0.8	6
[O-]/[N+](=C\c1ccccc1)[C@@H]1CCCC[C@@H]1/[N+]([O-])=C/c1ccccc1	x	13	98	24	116	99	-1	0.8	-10
CCOCC(=O)NCc1ccc2c(c1)OCO2	91	-6	97	22	116[fluorescence artefact?]	95	2	0.8	-5
CC1CCN(C(=O)CSCc2ccc(Cl)cc2)CC1	103	-4	112	20	82	108	0	0.8	3
CN(CC(=O)N1CCN(c2ccccn2)CC1)S(=O)(=O)c1ccc2ccccc2c1	86	-9	102	26	106	96	13	0.7	-8
CC(=O)c1cc(C#N)c(SCC(=O)OC(C)C)nc1C	82	-65	95	37	110	96	0	0.6	1
COC(=O)c1ccccc1S(=O)(=O)N(Cc1cc2ccc(OC)cc2[nH]c1=O)CC1CCCO1 (stereo not drawn)	87	8	92	38	103	93	0	0.6	2
Cc1nc(SCCC(C)C)c([N+](=O)[O-])[nH]1	94	-2	94	20	91	98	1	0.8	0
CCN(CC)C(=O)c1cc2cc(Br)ccc2oc1=O	101	-7	89	14	119	96	-1	0.9	1
Cc1cc(C)c(OCC(=O)Nc2nnn(C)n2)c(Br)c1	94	x	104	x	109	95	x	x	-2
O=C(c1ccc([N+](=O)[O-])cc1)N(Cc1ccc(Cl)cc1Cl)N1C(=O)CCCC1=O	80	-14	88	64*	102	90	-4	0.4	-3
CC(=O)N(CN1C(=O)c2ccc([N+](=O)[O-])cc2C1=O)c1ccc(F)cc1	x	23	x	20	x	x	-4	0.8	x
COc1ccc(C(=O)NC(Cc2ccccc2)c2ccc3c(c2)OCCCO3)cc1 (stereo not drawn)	x	-6	x	21	x	x	-2	0.8	x
O=S(=O)(NCc1ccncc1)c1ccccc1	94	6	84	91*	119	94	-4	0.1	3
COc1ccc(C(=O)NCCn2cc(SCC(=O)Nc3nnc(C)s3)c3ccccc32)cc1	59	x	82	x	100	101	x	x	-8
O=C1C2C3CCC(C3NCc3ccccc3)C2C(=O)N1Cc1ccccc1 (stereo not drawn)	x	4	x	33	x	x	8	0.7	x
Cc1nc2c(c(=O)n1CC1CCCO1)c1nc3ccccc3nc1n2Cc1ccc2c(c1)OCO2 (stereo not drawn)	40*	x	53	x	108	81	x	x	69*[fluorescence artefact?]
Cn1c(=O)c2c(ncn2CC(=O)N2CCOCC2)n(C)c1=O	85	-8	99	-3	99	101	1	1	2[fluorescence artefact?]

ERa coact inh: what is marked active above.
SMILES	Mac1 fbg inh	CYP2C19 inhib	ERa SRC1 pot	CD11b adhes enh	CYP2C19 activ	ERa coact inh
O=C(Cn1c(=O)oc2ccccc21)Nc1ccc(S(=O)(=O)N2CCCCC2)cc1	x	-2	125	x	1	63*[fluorescence artefact?]
Cc1nc2c(c(=O)n1CC1CCCO1)c1nc3ccccc3nc1n2Cc1ccc2c(c1)OCO2 (stereo not drawn)	x	x	108	x	x	69*[fluorescence artefact?]
